Screens (PubChem)
HEK293 NOD2/NF-kB: inhibition of NOD2-driven NF-kB reporter – cell-based, luminescence, uHTS, HEK293 (AID 1566) | 0.63% of 290,000 active | one-dose inhibition, % at 4 µM; EC50 in µM for titrated hits | HEK293 NOD2/NF-kB luciferase reporter, luminescence; higher % means a stronger effect; note: many of its hits are not listed in these tables
GPR55 antagonists: GPR55 antagonists blocking LPI-driven arrestin recruitment, primary screen, imaging, U2OS, beta-arrestin-GFP, LPI agonist (AID 2013); 0.13% of 290,000 active; U2OS GPR55 beta-arrestin-GFP translocation imaging, LPI antagonism; higher % means a stronger effect; inhibition, % at 10 µM, or IC50 in µM where a hit was titrated;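 active = spots per cell inhibited over 60%, with over 100 cells counted and total cytoplasm intensity under 500,000; inconclusive = wells with under 100 cells, flagged as likely toxic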;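 note: U2OS cells stably carrying GPR55 and arrestin-GFP stimulated by 5 µM LPI near EC80; imaged beta-arrestin-GFP aggregate spots per cell after agonist stimulation; plate controls were LPI-stimulated DMSO wells for no effect and DMSO wells without LPI for full effect; some results filed as inactive read as strong as hits; confirmed hits need IC50 under 10 µM and bright autofluorescent wells are also inconclusive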
GPR35 antagonists: inhibition of zaprinast-stimulated GPR35 beta-arrestin translocation – imaging, U2OS, beta-arrestin-GFP, zaprinast agonist, primary screen (AID 2058); U2OS GPR35 beta-arrestin-GFP translocation imaging, zaprinast antagonism; higher % means a stronger effect; inhibition, % at 10 µM, or IC50 in µM where a hit was titrated; 0.052% of 290,000 active;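 active = inhibition of at least 50% with at least 30 cells and total cytoplasm GFP at most 10,000,000; inconclusive = under 30 cells or total GFP of 10,000,000 plus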
HIV fusion peptide: inhibitors of HIV fusion peptide binding, primary screen, biochemical, uHTS, fluorescence dequenching (AID 1986). cell-free peptide binding, fluorescence dequenching, 30 min; higher % means a stronger effect. inhibition, % at 20 µM; hits with a dose series show IC50 in µM. 0.3% of 290,000 active; in the data active = inhibition mostly above about 52%, no sharp cut-off; inactive = mostly below about 76%; note: some results filed as inactive read as strong as hits
NOD1 NF-kB reporter: inhibition of NOD1-driven NF-kB reporter – cell-based, luminescence, uHTS, primary screen (AID 1578) | NOD1-driven NF-kB luciferase reporter cells, luminescence; higher % means a stronger effect | 1% of 290,000 active | inhibition, % at 4 µM; hits with a dose series show EC50 in µM; in the data active = inhibition mostly above about 36%, no sharp cut-off; inactive = mostly below about 34%;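 note: HEK-293T reporter cells stimulated with the NOD1 agonist gamma-tri-DAP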
KOR beta-arrestin-1: kappa opioid receptor activators – cell-based, luminescence, uHTS, primary screen (AID 1777); 0.02% of 280,000 active; KOR beta-arrestin recruitment, luminescence; higher % means a stronger effect; activation, % at 10 µM, or EC50 in µM where a hit was titrated; in the data active = activation above about 50%, passing the limit was not always enough; note: a part of the inactive calls stands beside numbers as strong as those of hits
KOR beta-arrestin-2: KOR antagonists, beta-arrestin recruitment, cell-based, luminescence, uHTS (AID 1778). KOR beta-arrestin recruitment, luminescence, antagonist mode; higher % means a stronger effect. inhibition, % at 10 µM; hits with a dose series show IC50 in µM. 0.091% of 290,000 active; note: strong numbers were not always called active
Myeloid diff 2: promotes myeloid progenitor differentiation; calls only at 10 µM; AID 624256; 1% of 360,000 active; ER-HoxA9 myeloid progenitors, lysozyme-GFP differentiation, flow cytometry;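 active = normalized GFP-positive differentiation at or above the plate's own cutoff, the solvent-only control mean plus 3 SD; inconclusive = no clear call, values can overlap the other calls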;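 note: cells exposed to compound for four days before flow analysis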
GPR55 activation: GPR55 agonists via beta-arrestin recruitment, primary screen, imaging, U2OS cells, beta-arrestin-GFP redistribution (AID 1961); activation, % at 10 µM; hits with a dose series show EC50 in µM; 0.048% of 290,000 active; U2OS GPR55 beta-arrestin-GFP redistribution imaging; higher % means a stronger effect;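 active = activation above 40% with more than 50 cells counted in the well; inconclusive = wells holding fewer than 50 cells, flagged as toxic or sparse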;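 note: U2OS osteosarcoma cells stably expressing GPR55 and beta-arrestin-GFP; plate controls were DMSO negative control for no effect and LPI positive control for full effect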
Myeloid diff 2 GFP+ MAC1+ %: second read-out of Myeloid diff 2, no call of its own (marks repeat the call); GFP+ MAC1+ double positive, %; measured here: differentiation confirmed by MAC1 staining
Starred values were filed as active, the others as inactive; i = inactive; ? = inconclusive; . = not tested or not shown; + = active, no number; [ ] = remark or other dose. Cut-off read from the data, not from the text of the source, unless noted: active = inhibition above about 50%; inactive = the rest. Only part of the results is shown (hit frequency here may not be typical).

SMILES	HEK293 NOD2/NF-kB	GPR55 antagonists	GPR35 antagonists	HIV fusion peptide	NOD1 NF-kB reporter	KOR beta-arrestin-1	KOR beta-arrestin-2	Myeloid diff 2	Myeloid diff 2 GFP+ MAC1+ %	GPR55 activation
Cc1cccc(/C=C2\Sc3ccc(C(=O)NCC4CCCO4)cc3N(C)C2=O)c1 (stereo unspecified)	23%	11%	17%	0.5%	9%	4.7%	-8%	?	.	0.4%
O=C(CSc1nc2c(c(C(F)(F)F)n1)CCc1ccccc1-2)NCc1ccc(F)cc1	8%	-4%	13%	-0.1%	-12%	0.6%	-6%	i	3.8	0.0%
CCCc1cnc(NCCNCC(O)COc2ccc(Cl)c(Cl)c2)nc1 (stereo unspecified)	2%	9%	1%	-1.6%	-7%	6.9%	20%	i	0.8	-0.2%
O=C(CSc1nc2c(sc3ccccc32)c(=O)n1CCCN1CCCC1)NCC1CCCO1 (stereo unspecified)	6%	9%	20%	-0.8%	9%	3.3%	15%	i	1.9	-0.2%
Cc1ccccc1CN(C)CCc1ccccn1	4%	-8%	-7%	2.4%	-33%	0.9%	23%	i	0.5	0.4%
CCc1ccc2nc(NC(=O)Cn3cnc4ccccc4c3=O)sc2c1	-37%	-5%	-11%	-1.9%	-40%	-2.2%	-29%[20 µM]	i	0.3	-0.1%
CC(C)Cc1nnc(NC(=O)CCC(=O)Nc2ccccc2)s1	-7%	7%	1%	1.9%	-31%	-2.7%	18%	i	0.6	-0.1%
COc1ccccc1-c1cc(C(=O)Nc2sc3c(c2C#N)CCC(C)C3)c2ccccc2n1 (stereo unspecified)	8%	-2%	-12%	7.4%	-56%	1.8%	12%	i	1.0	-0.1%
CSc1ncccc1C(=O)N(C)CC(=O)Nc1ccc(Cl)c(C(F)(F)F)c1	-2%	1%	0%	-0.8%	-27%	-0.6%	12%	i	4.6	0.6%
O=C(CN1CCC(Cc2ccccc2)CC1)NCCc1ccc(F)cc1	7%	1%	0%	2.4%	-32%	1.6%	-16%	i	0.8	-0.6%
CC1Cc2ccccc2N1C(=O)CCNS(=O)(=O)c1cccc2nsnc12 (stereo unspecified)	2%	7%	-1%	-1.3%	1%	-2.3%	-5%	i	1.0	0.0%
Cc1ccc(C)c(NC(=O)C2C3CCCC2C3c2ccccc2)c1 (stereo unspecified)	4%	0%	-14%	-0.1%	14%	11%	3%	i	2.7	0.0%
CSc1ccccc1OCc1cc(C(=O)N2CCN(C)C(c3ccccc3)C2)no1 (stereo unspecified)	10%	-23%	2%	-0.5%	-16%	3.1%	-13%	i	0.7	-0.1%
COc1ccc(C(=O)NC(=S)Nc2cccnc2)cc1Cl	13%	4%	3%	2.2%	-38%	-9.2%	-15%	i	0.7	-0.2%
CC(=O)Nc1ccc(S(=O)(=O)c2cc(O)ccc2O)cc1	13%	-4%	9%	-0.1%	-36%	-1.7%	-8%	i	0.6	0.4%
O=c1[nH]c(=O)n(-c2cc(Br)c(O)c(Br)c2)cc1Br	-6%	1%	-11%	0.3%	-44%	-0.8%	-46%[20 µM]	i	0.8	-0.3%
CCN(CC)CCCN=Cc1c(O)n(-c2c(C)cccc2C)c(=O)c2ccccc12	22%	26%	6%	-0.9%	-1%	-1.2%	11%	i	0.2	0.5%
CCCn1c(=N)c(C(=O)NCc2ccc3c(c2)OCO3)cc2c(=O)n3cccc(C)c3nc21	7%	5%	2%	3.4%	-14%	-1.4%	0%	i	3.1	-0.1%
CCCS(=O)(=O)N1CCCC(C(=O)Oc2ccc(Cl)cc2)C1 (stereo unspecified)	9%	-5%	-15%	-0.3%	-3%	4.2%	-34%[20 µM]	i	0.5	0.0%
CN1C(=O)C2(NC(=O)c3ccccc3N2C)c2ccccc21 (stereo unspecified)	16%	7%	0%	3.2%	-2%	1.3%	-1%	i	0.3	0.0%
O=c1cc2c(nn1Cc1ccc(Cl)cc1)-c1ccccc1CC2	27%	15%	-9%	0.6%	12%	-0.3%	-15%	i	0.3	-0.1%
Fc1ccc(N2N=C(c3cccs3)CC2c2ccccc2)cc1 (stereo unspecified)	-17%	34%	-11%	-0.2%	-14%	3.4%	-15%	i	0.6	-0.3%
O=C(CN1CCCCCC1)Nc1ccccc1F	6%	0%	9%	0.0%	-26%	-4.6%	23%	+	9.4*	-0.2%
CCC1(c2ccccc2)NC(=O)N(CC(=O)NCc2ccc(F)cc2)C1=O (stereo unspecified)	8%	10%	0%	-1.1%	-18%	-1.8%	-30%	i	0.4	-0.2%

Three entries out of the list, arranged by molar mass, low to high:
SMILES	HEK293 NOD2/NF-kB	GPR55 antagonists	GPR35 antagonists	HIV fusion peptide	NOD1 NF-kB reporter	KOR beta-arrestin-1	KOR beta-arrestin-2	Myeloid diff 2	Myeloid diff 2 GFP+ MAC1+ %	GPR55 activation
O=C(CN1CCCCCC1)Nc1ccccc1F	6%	0%	9%	0.0%	-26%	-4.6%	23%	+	9.4*	-0.2%
CCN(CC)CCCN=Cc1c(O)n(-c2c(C)cccc2C)c(=O)c2ccccc12	22%	26%	6%	-0.9%	-1%	-1.2%	11%	i	0.2	0.5%
CCCn1c(=N)c(C(=O)NCc2ccc3c(c2)OCO3)cc2c(=O)n3cccc(C)c3nc21	7%	5%	2%	3.4%	-14%	-1.4%	0%	i	3.1	-0.1%

(cont.)
SMILES	HEK293 NOD2/NF-kB	GPR55 antagonists	GPR35 antagonists	HIV fusion peptide	NOD1 NF-kB reporter	KOR beta-arrestin-1	KOR beta-arrestin-2	Myeloid diff 2	Myeloid diff 2 GFP+ MAC1+ %	GPR55 activation
CCn1c(SCC(N)=O)nnc1C(C)C	14%	-7%	0%	1.6%	-6%	-3.9%	23%	i	0.1	0.0%
CSc1ncc(C(=O)Nc2ccc(Cl)cc2)c(C)n1	13%	13%	-6%	0.9%	-7%	0.8%	-14%	i	0.5	-0.1%
CN(C)S(=O)(=O)c1ccc(N2CCCC2)c(C(=O)NCc2ccccc2)c1	-2%	-8%	2%	-1.3%	2%	0.6%	-1%	i	0.9	-0.2%
Cc1cc(=O)oc2c(C)c(OC(C)C(=O)NCc3ccccn3)ccc12 (stereo unspecified)	7%	-2%	18%	-2.5%	22%	-4.2%	27%	i	1.2	-0.3%
COc1ccc(CCNCC(=O)N2C(C)CCCC2C)cc1OC (stereo unspecified)	14%	14%	5%	-0.4%	-29%	-0.5%	-6%	i	0.5	0.0%
Cc1ccc(OCc2nnc(SCC(=O)N3C(C)CCCC3C)o2)cc1 (stereo unspecified)	3%	-6%	-1%	0.9%	-25%	1.4%	15%	i	0.8	1.0%
CCOC(=O)N1CCN(S(=O)(=O)c2ccc(OCC)c(C)c2)CC1	17%	1%	-22%	-3.9%	4%	-2.9%	-80%	i	1.0	-0.2%
CCOC(=O)CNC(=O)c1sc(NC(=O)c2cccc(F)c2)nc1C	-49%	-15%	19%	-1.0%	-56%	2.4%	-17%	i	0.7	0.3%
CCOC(=O)c1[nH]c2ccc(OC)cc2c1NC(=O)C(C)N1CCC2(CC1)OCCO2 (stereo unspecified)	-34%	-14%	4%	1.9%	-2%	-0.7%	-48%	.	.	-0.2%
Cc1ccccc1/C=C/c1nc2ccccc2c(=O)n1CCc1ccccc1	-10%	-2%	11%	3.4%	6%	1.7%	24%	i	2.6	-0.1%
Nc1ccccc1N=Cc1ccc(-c2cccc(Cl)c2)o1	-67%	-12%	17%	4.1%	-19%	23%	-62%	i	0.6	-0.5%
CC(C)CC(NC(=O)OC(C)(C)C)c1cn([C@@H](Cc2ccc(O)cc2)C(=O)N2CCN(C(=O)OC(C)(C)C)CC2)nn1 (stereo partly specified)	-32%	1%	14%	-0.7%	5%	-0.2%	3%	i	1.2	-0.1%

Individual results from the results shown.
For KOR beta-arrestin-2, `Cc1ccccc1/C=C/c1nc2ccccc2c(=O)n1CCc1ccccc1` is entered as 24%
For HEK293 NOD2/NF-kB, `CN(C)S(=O)(=O)c1ccc(N2CCCC2)c(C(=O)NCc2ccccc2)c1` is entered as -2%
For GPR35 antagonists, `CCn1c(SCC(N)=O)nnc1C(C)C` is entered as 0%
For KOR beta-arrestin-2, `CC(C)CC(NC(=O)OC(C)(C)C)c1cn([C@@H](Cc2ccc(O)cc2)C(=O)N2CCN(C(=O)OC(C)(C)C)CC2)nn1` (stereo partly specified) is entered as 3%
For HEK293 NOD2/NF-kB, `CSc1ncc(C(=O)Nc2ccc(Cl)cc2)c(C)n1` is entered as 13%

Next structures
SMILES	HEK293 NOD2/NF-kB	GPR55 antagonists	GPR35 antagonists	HIV fusion peptide	NOD1 NF-kB reporter	KOR beta-arrestin-1	KOR beta-arrestin-2	Myeloid diff 2	Myeloid diff 2 GFP+ MAC1+ %	GPR55 activation
Cc1ccc(S(=O)(=O)c2nc(S(C)(=O)=O)sc2N2CCC3(CC2)OCCO3)cc1	6%	11%	11%	1.1%	3%	6.4%	2%	i	0.9	-0.1%
CCCCn1c(SCC(=O)N2CC(=O)Nc3ccccc32)nnc1-c1ccoc1C	8%	6%	-3%	2.0%	-7%	-0.5%	0%	i	0.4	-0.2%
CCOC(=O)C(C(=O)OCC)N(C#N)c1nc(SC)nc(N(C)C)n1	-2%	12%	1%	0.2%	1%	1.5%	-11%	i	2.2	-0.4%
CCCCN(C)C(=O)C1CCCN(S(=O)(=O)c2ccc3c(c2)CC(C)N3C(=O)C2CC2)C1 (stereo unspecified)	10%	-3%	1%	0.9%	-7%	-5.1%	10%	i	1.2	1.0%
Cn1c(SCC(=O)Nc2cccc(C(=O)O)c2)nnc1-c1cc2cc(Br)ccc2o1	27%	8%	7%	5.7%	4%	1.2%	-16%	i	0.1	-0.2%
N#Cc1ccsc1NC(=O)CN1CCOCC1	-4%	-6%	4%	0.0%	-14%	6.2%	-25%	i	0.3	0.7%
COCCSc1nnc(NC(=O)c2ccc3c(c2)OCO3)s1	-18%	0%	-6%	-1.1%	-26%	-1.3%	-12%[20 µM]	i	0.8	-0.1%
